Source: PubChem BioAssay (Broad Institute)
NSD2 inh: inhibitors of human NSD2 methyltransferase; inhibition, % at 12.5 µM; NSD2-SET H3K36me1 DELFIA fluorescence, biochemical; O96028; AID 624260; hit rate 0.07% among 44,000; in the data active = inhibition above about 54%, passing the limit was not always enough;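 also: inhibitors reduce the monomethyl H3K36 fluorescence signal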
Target sequence (O96028 whole entry, looked up): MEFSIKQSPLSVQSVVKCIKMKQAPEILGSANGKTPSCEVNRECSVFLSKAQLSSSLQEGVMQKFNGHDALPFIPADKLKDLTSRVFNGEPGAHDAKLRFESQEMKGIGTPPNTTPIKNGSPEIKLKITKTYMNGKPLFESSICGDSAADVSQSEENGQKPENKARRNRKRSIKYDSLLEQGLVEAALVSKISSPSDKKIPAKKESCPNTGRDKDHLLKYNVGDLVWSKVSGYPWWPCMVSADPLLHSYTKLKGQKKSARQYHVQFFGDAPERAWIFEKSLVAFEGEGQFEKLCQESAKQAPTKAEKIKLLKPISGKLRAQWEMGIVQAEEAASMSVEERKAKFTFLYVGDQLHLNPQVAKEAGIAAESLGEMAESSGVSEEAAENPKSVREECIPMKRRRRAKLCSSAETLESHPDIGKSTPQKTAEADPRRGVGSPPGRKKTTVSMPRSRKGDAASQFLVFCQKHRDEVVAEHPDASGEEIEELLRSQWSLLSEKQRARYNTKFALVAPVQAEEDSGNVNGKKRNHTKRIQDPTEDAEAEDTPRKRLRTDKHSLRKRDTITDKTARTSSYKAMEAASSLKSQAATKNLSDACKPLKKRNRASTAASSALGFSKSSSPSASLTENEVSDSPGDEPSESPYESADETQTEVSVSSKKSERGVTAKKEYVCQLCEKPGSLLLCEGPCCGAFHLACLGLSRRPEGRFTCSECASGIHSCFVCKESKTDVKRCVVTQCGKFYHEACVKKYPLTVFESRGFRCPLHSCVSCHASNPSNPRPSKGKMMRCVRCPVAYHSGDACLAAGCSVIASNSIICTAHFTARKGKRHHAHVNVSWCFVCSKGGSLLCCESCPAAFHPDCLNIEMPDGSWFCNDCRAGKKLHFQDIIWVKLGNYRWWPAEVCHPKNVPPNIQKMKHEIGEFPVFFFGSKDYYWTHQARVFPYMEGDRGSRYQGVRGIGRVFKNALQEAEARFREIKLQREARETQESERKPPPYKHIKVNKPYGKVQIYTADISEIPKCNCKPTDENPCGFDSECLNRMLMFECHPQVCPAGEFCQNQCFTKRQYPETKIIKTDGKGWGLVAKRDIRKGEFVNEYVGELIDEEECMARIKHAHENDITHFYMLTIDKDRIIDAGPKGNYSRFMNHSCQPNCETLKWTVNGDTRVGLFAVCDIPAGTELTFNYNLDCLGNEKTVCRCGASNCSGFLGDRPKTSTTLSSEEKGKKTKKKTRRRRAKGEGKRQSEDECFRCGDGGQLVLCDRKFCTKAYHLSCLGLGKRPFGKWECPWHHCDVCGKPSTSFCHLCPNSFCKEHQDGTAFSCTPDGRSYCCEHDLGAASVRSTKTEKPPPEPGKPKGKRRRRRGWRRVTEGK
Numbers without * were called inactive. Not all compounds are listed; the hit share may differ from the screen's.

What do the screens show for `C[C@H](CO)N1C[C@H](C)[C@H](CN(C)C(=O)NC2CCCCC2)Oc2ccc(NC(=O)Cc3ccccc3)cc2C1=O`?
NSD2 inh: 0

How did CCc1cccc(NC(=O)O[C@H]2[C@H](OC(=O)Nc3ccccc3)[C@@H](OC(=O)Nc3ccccc3)[C@@H](OC)O[C@@H]2CO)c1 do in these assays?
NSD2 inh: 6

What do the screens show for `C#CCN1C(Cc2ccccc2)C(=O)O[C@H](C2CCCCC2)[C@@H]1/C=C/C1CC1` (some centres not stated)?
NSD2 inh: 2

What do the screens show for `COc1ccc(NC(=O)N(C)C[C@@H]2OCCCC[C@@H](C)Oc3ccc(NS(C)(=O)=O)cc3C(=O)N([C@H](C)CO)C[C@@H]2C)cc1`?
NSD2 inh: -3

What do the screens show for `C[C@@H]1CN([C@H](C)CO)C(=O)c2cc(NC(=O)CCC(F)(F)F)ccc2O[C@H]1CN(C)C(=O)Nc1ccc2c(c1)OCO2`?
NSD2 inh: 3

Results for C#CCNC(=O)C1=C[C@@H](c2cn(C(C)=O)c3ccccc23)[C@H](CCCO)[C@@H](OCC)O1 ?
NSD2 inh: 3

What do the screens show for `Cc1ccccc1-c1cnc2c(c1)C(=O)N([C@@H](C)CO)C[C@H](C)[C@H](CN(C)C(=O)c1ccc(F)cc1)O2`?
NSD2 inh: 2

Results for COCC(=O)N(C)C[C@@H]1Oc2ncc(C#Cc3ccc(F)cc3)cc2C(=O)N([C@@H](C)CO)C[C@@H]1C ?
NSD2 inh: -1

Results for Cc1noc(C)c1S(=O)(=O)N(C)C[C@@H]1Oc2ccc(NC(=O)C3CC3)cc2CC(=O)N([C@@H](C)CO)C[C@@H]1C ?
NSD2 inh: -1

What do the screens show for `CC(C)NC(=O)N(C)C[C@@H]1Oc2c(NS(=O)(=O)c3ccccc3)cccc2C(=O)N([C@@H](C)CO)C[C@H]1C`?
NSD2 inh: 1

How did C[C@@H]1CN([C@@H](C)CO)C(=O)c2cccc(NC(=O)c3ccncc3)c2O[C@H]1CN(C)Cc1ccc(Oc2ccccc2)cc1 do in these assays?
NSD2 inh: 2

How did C[C@@H]1CN([C@H](C)CO)C(=O)c2cccc(NC(=O)Nc3ccc(F)cc3)c2O[C@@H]1CN(C)Cc1ccc(Cl)c(Cl)c1 do in these assays?
NSD2 inh: -1

What do the screens show for `C[C@@H]1CN([C@@H](C)CO)C(=O)Cc2cc(NC(=O)Nc3cccc4ccccc34)ccc2O[C@@H]1CN(C)S(=O)(=O)c1cn(C)cn1`?
NSD2 inh: -3

How did COc1ccc(CN(C)C[C@H]2Oc3ccc(NS(=O)(=O)c4cn(C)cn4)cc3CC(=O)N([C@@H](C)CO)C[C@@H]2C)cc1 do in these assays?
NSD2 inh: 0

How did CC(C)NC(=O)N(C)C[C@H]1Oc2ncc(C#CC3(O)CCCC3)cc2C(=O)N([C@@H](C)CO)C[C@@H]1C do in these assays?
NSD2 inh: -3

What do the screens show for `C[C@H](CO)N1C[C@H](C)[C@H](CN(C)Cc2ccc(-c3ccccc3)cc2)Oc2ccc(N(C)C)cc2C1=O`?
NSD2 inh: -1

How did COc1ccc(S(=O)(=O)Nc2ccc3c(c2)C(=O)N([C@@H](C)CO)C[C@@H](C)[C@H](CN(C)S(=O)(=O)c2ccc(Cl)cc2)OCCCC[C@@H](C)O3)cc1 do in these assays?
NSD2 inh: 1

How did C[C@@H]1CN([C@H](C)CO)C(=O)Cc2cc(NC(=O)Nc3cccc4ccccc34)ccc2O[C@H]1CN(C)CC1CC1 do in these assays?
NSD2 inh: 13

What do the screens show for `C[C@@H]1CN([C@@H](C)CO)S(=O)(=O)c2ccc(C3=CCCCC3)cc2O[C@H]1CN(C)Cc1cncnc1`?
NSD2 inh: 10

Results for C[C@H](CO)N1C[C@H](C)[C@@H](CN(C)C(=O)Nc2ccccc2)Oc2ccc(NS(=O)(=O)c3ccc(F)cc3)cc2CC1=O ?
NSD2 inh: 6

What do the screens show for `CC(=O)N(C)C[C@H]1Oc2ncc(-c3ccc(C#N)cc3)cc2C(=O)N([C@H](C)CO)C[C@@H]1C`?
NSD2 inh: -1

How did c1ccc(Cn2ccnc2SCc2nnc(-c3ccccc3)o2)cc1 do in these assays?
NSD2 inh: -9

Results for CC(C)(C)NC[C@@H](O)COc1cccc2c1CCCC2=O ?
NSD2 inh: -2

What do the screens show for `Cc1noc(C)c1NC(=O)Nc1ccc2c(c1)C(=O)N([C@H](C)CO)C[C@H](C)[C@@H](CN(C)Cc1ccc(C(=O)O)cc1)OCCCC[C@@H](C)O2`?
NSD2 inh: -4

Results for Cc1noc(C)c1NC(=O)N(C)C[C@@H]1Oc2ccc(N(C)C)cc2CC(=O)N([C@@H](C)CO)C[C@@H]1C ?
NSD2 inh: 3

How did COc1ccc(NC(=O)Nc2ccc3c(c2)C(=O)N([C@@H](C)CO)C[C@H](C)[C@@H](CN(C)Cc2ccc4c(c2)OCO4)O3)cc1 do in these assays?
NSD2 inh: -2

Results for Cc1ccc(S(=O)(=O)N(C)C[C@@H]2Oc3ncc(-c4ccccc4)cc3C(=O)N([C@H](C)CO)C[C@H]2C)cc1 ?
NSD2 inh: 5

How did COc1ccc(S(=O)(=O)N(C)C[C@H]2Oc3ccc(NC(=O)CCCN(C)C)cc3C(=O)N([C@@H](C)CO)C[C@H]2C)cc1 do in these assays?
NSD2 inh: 3

How did C[C@@H]1CN([C@@H](C)CO)C(=O)c2cc(-c3cccc(C#N)c3)cnc2O[C@@H]1CN(C)Cc1ccncc1 do in these assays?
NSD2 inh: -2

What do the screens show for `Cc1noc(C)c1S(=O)(=O)N(C)C[C@@H]1OCCCC[C@H](C)Oc2ccc(NS(=O)(=O)c3ccc(F)cc3)cc2C(=O)N([C@H](C)CO)C[C@@H]1C`?
NSD2 inh: -3

Results for C[C@@H]1CN([C@H](C)CO)C(=O)c2cccc(NC(=O)c3nc4ccccc4s3)c2O[C@H]1CN(C)C(=O)Nc1ccc(C(F)(F)F)cc1 ?
NSD2 inh: -3

Results for CCCC#Cc1cnc2c(c1)C(=O)N([C@H](C)CO)C[C@@H](C)[C@H](CN(C)C(=O)CN1CCOCC1)O2 ?
NSD2 inh: 0

How did C[C@H](CO)N1C[C@H](C)[C@@H](CN(C)C)Oc2ncc(-c3cccc(F)c3)cc2C1=O do in these assays?
NSD2 inh: 5

What do the screens show for `C[C@@H]1CN([C@H](C)CO)C(=O)c2cc(NC(=O)Nc3cccc4ccccc34)ccc2O[C@@H]1CN(C)Cc1ccc(C(=O)Nc2ccccc2N)cc1`?
NSD2 inh: 0

How did CC1CCC2C(C)(C)C(=O)CC[C@]2(C)C12Cc1c(O)cc3c(c1O2)CN(C(CCC(=O)O)C(=O)O)C3=O (some centres not stated) do in these assays?
NSD2 inh: 2

What do the screens show for `COc1ccccc1-c1cnc2c(c1)C(=O)N([C@H](C)CO)C[C@H](C)[C@H](CN(C)Cc1ccc(C(=O)O)cc1)O2`?
NSD2 inh: -1

How did C[C@@H]1CN([C@@H](C)CO)C(=O)c2cccc(NC(=O)c3ccncc3)c2O[C@@H]1CN(C)Cc1ccc(Cl)c(Cl)c1 do in these assays?
NSD2 inh: 5

How did Cc1noc(C)c1NC(=O)Nc1cccc2c1O[C@H](CN(C)C(=O)Nc1ccc3c(c1)OCO3)[C@H](C)CN([C@H](C)CO)C2=O do in these assays?
NSD2 inh: 1

Results for C[C@H]1CN([C@@H](C)CO)C(=O)c2cc(NC(=O)NC3CCCCC3)ccc2O[C@@H]1CN(C)C(=O)Nc1ccc(F)cc1 ?
NSD2 inh: 27

How did C[C@@H]1CN([C@H](C)CO)C(=O)c2cc(C#CCN(C)C)cnc2O[C@H]1CN(C)C(=O)NC1CCCCC1 do in these assays?
NSD2 inh: 0

Arranged by length of the SMILES (descending): some entries from above.
How did COc1ccc(NC(=O)Nc2ccc3c(c2)C(=O)N([C@@H](C)CO)C[C@H](C)[C@@H](CN(C)Cc2ccc4c(c2)OCO4)O3)cc1 do in these assays?
NSD2 inh: -2

How did C[C@@H]1CN([C@@H](C)CO)C(=O)c2cc(-c3cccc(C#N)c3)cnc2O[C@@H]1CN(C)Cc1ccncc1 do in these assays?
NSD2 inh: -2

What do the screens show for `CC(=O)N(C)C[C@H]1Oc2ncc(-c3ccc(C#N)cc3)cc2C(=O)N([C@H](C)CO)C[C@@H]1C`?
NSD2 inh: -1

Following part:
What do the screens show for `COCC#Cc1ccc2c(c1)O[C@@H](CN(C)CC1CC1)[C@@H](C)CN([C@H](C)CO)S2(=O)=O`?
NSD2 inh: -1

How did O=C(CCCCCC(=O)N/N=C/c1ccc([N+](=O)[O-])s1)NO do in these assays?
NSD2 inh: 2

What do the screens show for `O=C(O)C[C@@H]1C[C@H]2c3cc(NC(=O)Cc4ccncc4)ccc3O[C@H]2[C@H](CO)O1`?
NSD2 inh: 1

How did CC(=O)N(C)C[C@@H]1Oc2ncc(C#CC3(O)CCCC3)cc2C(=O)N([C@H](C)CO)C[C@@H]1C do in these assays?
NSD2 inh: 1

What do the screens show for `C[C@H]1CN([C@@H](C)CO)C(=O)Cc2cc(N(C)C)ccc2O[C@H]1CN(C)C(=O)NC1CCCCC1`?
NSD2 inh: -1

How did CNC[C@H]1Oc2ccc(NC(=O)NC(C)C)cc2C(=O)N([C@@H](C)CO)C[C@H]1C do in these assays?
NSD2 inh: 3

Results for C[C@@H]1CN([C@H](C)CO)C(=O)c2cccc(NS(C)(=O)=O)c2O[C@H]1CN(C)S(=O)(=O)c1cccs1 ?
NSD2 inh: 0

Results for COCC#Cc1cnc2c(c1)C(=O)N([C@H](C)CO)C[C@H](C)[C@@H](CN(C)C(=O)c1cccnc1)O2 ?
NSD2 inh: -7

How did C[C@@H]1CN([C@@H](C)CO)C(=O)c2cc(NC(=O)c3ccncc3)ccc2O[C@@H](C)CCCCO[C@@H]1CN(C)Cc1ccncc1 do in these assays?
NSD2 inh: -4

Results for C[C@@H]1CN([C@H](C)CO)C(=O)Cc2cc(NS(=O)(=O)c3ccccc3)ccc2O[C@@H]1CN(C)CC1CC1 ?
NSD2 inh: 4

Results for C/C=C/c1ccc2c(c1)O[C@@H](CN(C)CC1CCOCC1)[C@H](C)CN([C@H](C)CO)S2(=O)=O ?
NSD2 inh: -5

What do the screens show for `CCCc1nc(C(C)(C)O)c(C(=O)OCc2oc(=O)oc2C)n1Cc1ccc(-c2ccccc2-c2nn[nH]n2)cc1`?
NSD2 inh: -5

What do the screens show for `COc1ccccc1-c1cnc2c(c1)C(=O)N([C@@H](C)CO)C[C@@H](C)[C@@H](CN(C)C(=O)CC1CC1)O2`?
NSD2 inh: -4

How did C[C@H](CO)N1C[C@H](C)[C@H](CN(C)C(=O)NC2CCCCC2)Oc2c(NC(=O)c3cnccn3)cccc2C1=O do in these assays?
NSD2 inh: -8

Results for C[C@@H]1CCCCO[C@@H](CN(C)C(=O)c2ccncc2)[C@H](C)CN([C@H](C)CO)C(=O)c2cc(NS(C)(=O)=O)ccc2O1 ?
NSD2 inh: 0

How did CC(C)NC(=O)N(C)C[C@@H]1Oc2ncc(-c3ccc(C(=O)N(C)C)cc3)cc2C(=O)N([C@@H](C)CO)C[C@@H]1C do in these assays?
NSD2 inh: 3

Results for COc1ccc(CNC(=O)C[C@H]2C[C@@H]3c4cc(NC(=O)CN(C)C)ccc4O[C@@H]3[C@@H](CO)O2)cc1 ?
NSD2 inh: -1

How did C[C@@H]1CN([C@@H](C)CO)C(=O)c2cccc(NC(=O)NC3CCCCC3)c2O[C@@H]1CN(C)S(=O)(=O)c1ccc(Cl)cc1 do in these assays?
NSD2 inh: -8

What do the screens show for `Cc1ccccc1-c1cnc2c(c1)C(=O)N([C@@H](C)CO)C[C@H](C)[C@H](CN(C)C(=O)CN(C)C)O2`?
NSD2 inh: 0

Results for C[C@H]1CN([C@@H](C)CO)S(=O)(=O)c2ccc(/C=C/c3ccccc3)cc2O[C@H]1CN(C)CC1CC1 ?
NSD2 inh: 5

4 entries picked at random from the list so far:
How did C[C@@H]1CN([C@@H](C)CO)C(=O)c2cccc(NC(=O)NC3CCCCC3)c2O[C@@H]1CN(C)S(=O)(=O)c1ccc(Cl)cc1 do in these assays?
NSD2 inh: -8

How did O=C(CCCCCC(=O)N/N=C/c1ccc([N+](=O)[O-])s1)NO do in these assays?
NSD2 inh: 2

How did CC(=O)N(C)C[C@@H]1Oc2ncc(C#CC3(O)CCCC3)cc2C(=O)N([C@H](C)CO)C[C@@H]1C do in these assays?
NSD2 inh: 1

Results for COc1ccc(CNC(=O)C[C@H]2C[C@@H]3c4cc(NC(=O)CN(C)C)ccc4O[C@@H]3[C@@H](CO)O2)cc1 ?
NSD2 inh: -1

Other records:
How did Cc1ccc(S(=O)(=O)Nc2ccc3c(c2)C(=O)N([C@H](C)CO)C[C@H](C)[C@@H](CN(C)C)OCCCC[C@H](C)O3)cc1 do in these assays?
NSD2 inh: -7

Results for C[C@H]1CN([C@@H](C)CO)C(=O)c2cccc(NS(C)(=O)=O)c2O[C@H]1CN(C)C(=O)Nc1ccc2c(c1)OCO2 ?
NSD2 inh: -4

Results for C[C@@H]1CN([C@@H](C)CO)C(=O)CCCn2nncc2CO[C@@H]1CN(C)Cc1ccccc1C(F)(F)F ?
NSD2 inh: -3

What do the screens show for `C[C@H]1CN([C@@H](C)CO)C(=O)Cc2cc(NC(=O)C3CC3)ccc2O[C@H]1CN(C)C`?
NSD2 inh: 7

Results for O=C1c2ccccc2[C@@]2(Cc3ccccc3N(Cc3ccccc3)C2=O)[C@H](c2ccc(CO)cc2)N1C1CCCCC1 ?
NSD2 inh: 25

What do the screens show for `C[C@H](CO)N1C[C@H](C)[C@@H](CN(C)C(=O)C2CC2)Oc2cc(C#Cc3cccnc3)ccc2S1(=O)=O`?
NSD2 inh: -2

Results for O=C1O[C@H](c2ccccc2)[C@H](c2ccccc2)N2[C@H]1[C@@H](C(=O)N1CCN(c3ncccn3)CC1)[C@]1(C(=O)Nc3ccccc31)[C@H]2c1ccc(O)cc1 ?
NSD2 inh: -9

How did C[C@@H]1CN([C@@H](C)CO)C(=O)c2cc(NC(=O)Cn3cnnn3)ccc2O[C@@H]1CN(C)Cc1ccccc1 do in these assays?
NSD2 inh: 5

What do the screens show for `CO[C@H](CN(C)S(=O)(=O)c1ccc(C)cc1)[C@@H](C)CN(Cc1ccccc1Cl)[C@@H](C)CO`?
NSD2 inh: 4

What do the screens show for `C[C@H]1CN([C@@H](C)CO)C(=O)c2cc(C#Cc3ccc(F)cc3)cnc2O[C@H]1CN(C)C(=O)Nc1ccc(F)cc1`?
NSD2 inh: 1
